NPYLR7 agonist: agonists of mosquito NPYLR7 receptor, primary screen, cell-based, Aedes aegypti, calcium fluorescence, mosquito biting behavior; HEK293T NPYLR7/Galpha15, GCaMP6s calcium fluorescence; activation, % at 10 µM; actives 0.15% (n = 270,000); in the data active means activation above about 40%;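 further: 0% = vehicle and 100% = reference agonist at the receptor; some compounds past the cut are filed as inactive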
mcGAS lum: cyclic GMP-AMP synthase inhibitors, mouse, primary biochemical chemiluminescence; recombinant cGAS, Kinase-Glo ATP depletion luminescence; inhibition, % at 12.5 µM; AID 1259399, 2018; actives 0.15% (n = 160,000);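 further: 0% = negative control wells and 100% = reference inhibitor with no enzyme activity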
hcGAS inh: Primary biochemical luminescence assay for human cyclic GMP-AMP synthase inhibitors; Q8N884; recombinant h-cGAS, ATP depletion, Kinase-Glo luminescence; inhibition, % at 12.5 µM; actives 0.081% (n = 290,000); AID 1259398, 2018;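 further: 0% = vehicle reaction and 100% = reaction without DNA for no activity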
Target sequence (Q8N884 whole entry, looked up): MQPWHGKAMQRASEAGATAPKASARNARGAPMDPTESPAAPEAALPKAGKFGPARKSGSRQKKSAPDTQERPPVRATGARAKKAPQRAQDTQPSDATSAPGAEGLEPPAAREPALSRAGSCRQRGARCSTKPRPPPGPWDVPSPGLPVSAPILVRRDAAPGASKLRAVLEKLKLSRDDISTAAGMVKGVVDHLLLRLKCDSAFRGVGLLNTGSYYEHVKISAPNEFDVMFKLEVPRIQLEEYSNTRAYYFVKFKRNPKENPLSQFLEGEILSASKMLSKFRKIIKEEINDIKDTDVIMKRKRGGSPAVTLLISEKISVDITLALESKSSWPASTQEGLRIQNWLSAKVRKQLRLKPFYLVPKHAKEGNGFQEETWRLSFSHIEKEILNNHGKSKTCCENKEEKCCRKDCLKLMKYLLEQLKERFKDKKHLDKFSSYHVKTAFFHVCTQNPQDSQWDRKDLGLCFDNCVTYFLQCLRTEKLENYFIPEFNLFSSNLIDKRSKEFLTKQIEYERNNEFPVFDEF
Active calls of the source: *; / = no result given; & = joins results of further samples. Unless noted, no stated cut-off is given here; in the data, active means inhibition above about 40%; inactive means the rest. Some of the compounds tested; the hit share may differ from the screen's.

SMILES	NPYLR7 agonist	mcGAS lum	hcGAS inh
C=CCOC(=O)C1=C(C)OC(=N)C(C(=O)OCc2ccccc2)C12C(=O)Nc1ccccc12 (configuration not stated)	-7	-4	-5
S=C(NCCN1CCOCC1)NNP(=S)(c1ccccc1)c1ccccc1	1	/	-6
CCC(C)NC(=O)CN1C(=O)CSC(c2ccc(OC)c(OC)c2)c2c(C(C)(C)C)nn(C)c21 (configuration not stated)	-2	3	0
CCN(C)c1ccnc(N2CCC3(CC2)CN(C)CCN3C)n1	24	-11	-6
COc1ccc2c(c1)c(C(=O)NCc1cnc(C)cn1)nn2Cc1ccc(OCc2ccccc2)cc1	8	-5	-4
CC1CCC(C#N)(N(C)C(=O)CN2CC=C(c3ccccc3)CC2)CC1 (configuration not stated)	4	/	0
CCCCCCCCCCC(=O)N1CCN(CCOC(c2ccccc2)c2ccccc2)CC1	4	-6	-4
CN1CCc2[nH]c(=S)c(C#N)c(-c3cccs3)c2C1	3	-3	1
CC(C)NP(=O)(c1ccccc1)C(C)(C)C (configuration not stated)	-8	/	1
O=C(O)c1cn(CC2CCCCC2)nn1	7	-14	-6
COc1cc2c(c(OC)c1OC)-c1ccc(O)c(=O)cc1[C@@H](N)CC2	0	/	-3
CC(=O)OC(C)(C)C(=O)N1CCN(CCOC(c2ccccc2)c2ccccc2)CC1	16	-4	-2
COc1ccc(OC)c(C2SCC(=O)N(CC(N)=O)c3c2c(-c2ccccc2)nn3-c2ccc(C)cc2)c1 (configuration not stated)	5	-4	-7
CCc1nc(C)sc1CN1CCC2(CC1)C(=O)N(C)c1ccccc12	4	/	-4
Cc1cccc(Cn2cccc(C(=O)Nc3ccc(F)c(F)c3F)c2=O)c1	17	/	-10
N#CC1(c2ccccc2)CCN(C(=O)C2CC=CCC2C(=O)NCC2CCCCC2)CC1 (configuration not stated)	-4	-2	-4
Clc1snnc1CN1CC2CCCCCC21 (configuration not stated)	-1	/	-4
Cc1noc(C)c1CC(=O)N1C[C@@H](CO)[C@H](N(C)C)C1	/	-6	-8
COc1ccc(CN2CCNCC2)c(OC)c1OC	-1&0	/	-3&-5
N#CCN1CCN(c2ccc(C(F)(F)F)cc2)CC1	1	/	-1
CN(C)C(Cn1cnnc1)c1ccccn1 (configuration not stated)	25	/	-6
Cc1cccc(Cn2cccc(C(=O)Nc3ccccc3Cl)c2=O)c1	17	/	-11
CC(=O)O[C@@H]1C2CC[C@@H]3C1(C[C@@H](O)[C@@]1(O)[C@@H](C[C@H](O)C1(C)C)[C@]3(C)O)C[C@@]2(C)O (some centres not stated)	/	-4	-4
N#Cc1ccc(S(=O)(=O)NC(=O)CC2CCCC2)cc1Cl	6	/	-20
COCC(C)(C)CNC(=O)C1C(C)(C)C1(C)C	4	-16	-4
CCOc1ccc(NC(=O)N2CCN(CCOC(c3ccc(F)cc3)c3ccc(F)cc3)CC2)cc1	22	-8	-5
CC(C)N(C(=O)CN1CC=C(c2c[nH]c3cc(F)ccc23)CC1)C(C)C	8	/	-10
CC(C)N(CCNC(=O)CN1CCCC1=O)C(C)C	-8	-11	-11
CCC1(N2CCN(C(=O)Cc3ccsc3)CC2)CCN(S(C)(=O)=O)C1 (configuration not stated)	/	-4	-12
O=C(COc1ccc(Cl)cc1)N1CCCC(N2CCN(CCOc3ccccc3)CC2)C1 (configuration not stated)	4	-2	0
Cc1ccc(S(=O)(=O)N(CCS(=O)(=O)F)CCS(=O)(=O)F)cc1	-6	-7	-3
O=C(Cc1ccccc1)N1CCCC(N2CCN(c3ccc(F)cc3)CC2)C1 (configuration not stated)	0	/	-4
Clc1ccc(Cl)c(C2NCCc3[nH]cnc32)c1 (configuration not stated)	7	/	-5
O=C1CCCCCN1CC(=O)N1C[C@H](c2ccccc2)[C@@H]2[C@H]1C1CCN2CC1	10	/	-8
CCOCCCn1c(=N)c(C#N)cc2c(=O)n3ccccc3nc21	0	-5	-10
CN(C)C(=O)Oc1c(Cl)cc(Cl)c2cccnc12	0	/	-8
O=S(=O)(c1cccc(OC(F)(F)F)c1)N1CCN(CCOC(c2ccccc2)c2ccccc2)CC1	4	-8	-8
CC(C(=O)OC1CC2CCC(C1)N2C)c1ccc(Br)cc1 (configuration not stated)	-13	/	-2
CC12CN3CC(C)(CN(C1)C31CCSCC1)C2=O	5	/	-3
O[C@@]1(Cn2ccc(-c3cccnc3)n2)CCCN2CCCC[C@@H]21	/	-12	-8
CN(C)CCN(C(=O)COc1ccc(Cl)cc1Cl)c1nc2cc3c(cc2s1)OCO3	8	1	1
O=C(NC1CC1)C(C1CCCC1)N1CCN(C(=O)COc2ccc(Cl)cc2)CC1 (configuration not stated)	-8	-3	-3
COC(=O)c1ccc(COC(CN2CCN(C(=O)Cc3ccc(OC)c(OC)c3)CC2)c2ccc(Cl)cc2)cc1 (configuration not stated)	/	-7	-13
CN(C)CCc1ccc(Nc2ncccc2C#N)cc1	4	/	-9
CN1CCc2nc3sc4c(=O)c(=O)[nH][nH]c4c3cc2C1	13	/	0
Fc1cccc(C2NCc3ccccc3-n3cccc32)c1F (configuration not stated)	12	/	5
O=C(Nc1cc(F)cc2c1OCOC2)N1CCN(CCOC(c2ccccc2)c2ccc(F)c(F)c2)CC1 (configuration not stated)	2	-11	-12
COCCCNC(=O)CN1C(=O)CSC(c2ccccc2Cl)c2c(C(C)(C)C)nn(-c3ccc(OC)cc3)c21 (configuration not stated)	14	-4	-1
c1cncc(-n2cccc2CN2CCCN3CCC[C@H]3C2)c1	-1	-8	-5
O=C(Nc1cccnc1)c1cccn(Cc2cccc(Cl)c2)c1=O	16	/	-14
C1CC[C@H]([C@@]23C[C@H](C[C@H]4CCCN[C@H]42)[C@@H]2CCCCN2C3)NC1	3	-4	-3
O=C(Nc1ccon1)c1cccn(Cc2ccccc2F)c1=O	16	/	-12
CC(C)CN(Cc1cc(NC(=O)c2ccccc2Cl)ccc1N(C)C1CCN(C)CC1)C(=O)c1ccc(F)cc1	/	-9	-2
CCCn1cc(CN2C[C@H](c3ccccc3)[C@@H]3[C@H]2C2CCN3CC2)c(C)n1	8	/	-7
CCOc1ccc2[nH]c(=O)c(C3NCCc4[nH]cnc43)cc2c1 (configuration not stated)	8	/	-3
CCn1ccnc1CN1C[C@H](c2cc(F)cc(F)c2)[C@@H]2[C@H]1C1CCN2CC1	-1	-26	-3
Cc1cc(-c2nnco2)ccc1NC1CN2CCC1CC2 (configuration not stated)	-4&3	-12	-5&-10
CCN1C[C@]2(OC(=O)c3ccccc3NC(C)=O)CCC(OC)[C@]34C1[C@H](CC23)[C@@]1(O)CC(OC)[C@H]2CC4C1(O)[C@H]2OC (some centres not stated)	7	/	-5
CCCNc1nc(SC)nc2c1cnn2CCN	-2	/	-9
COc1ccc2c(c1)c(C(=O)Nc1ccc(N3CCCCC3)cc1)nn2Cc1ccc(S(=O)(=O)N(C)OC)cc1	12	-5	-6

(continued)
| compound | NPYLR7 agonist | mcGAS lum | hcGAS inh |
| --- | --- | --- | --- |
| CCC(=O)N(Cc1ccco1)Cc1cc(NC(=O)c2ccccc2Cl)ccc1N(C)C1CCN(C)CC1 | -12 | 2 | -4 |
| N#CC(C#N)=NNc1ccccc1 | -2 | / | -3 |
| CC1c2c(c3ccccc3oc2=O)OC(=N)C1C#N (configuration not stated) | 2 | -3 | -5 |
| NCC#Cc1ccccc1 | 5 | -4 | 8 |
| O=C(c1cnn2c1CCCC2)N1C[C@H](c2ccccc2)[C@@H]2[C@H]1C1CCN2CC1 | 14 | / | -9 |
| CC(C)(C)NCC(C)(O)c1ccc(Br)cc1 (configuration not stated) | 8 | -5 | -4 |
| Fc1cc(F)c2c(c1)C1C=CCC1C(c1cccnc1)N2 (configuration not stated) | 15 | / | 5 |
| COC(=O)c1cccc(CN2CCN3CCNC(=O)C3C2)n1 (configuration not stated) | / | -16 | 0 |
| O=C(CCl)Nc1ncccn1 | 2 | / | -6 |
| COc1cccc(CC(C)NC2CCN(C(=O)c3ccc(C)cc3)CC2)c1 (configuration not stated) | 3 | / | 1 |
| NC(=O)C1CCN(C(=O)[C@H]2CN3CCC2C[C@@H]3Cn2cc(-c3cccc(O)c3)nn2)CC1 (some centres not stated) | -2 | -8 | -3 |
| N#CC1C(=N)Oc2c(c(=O)oc3ccccc23)C1c1ccccc1Br (configuration not stated) | 7 | -3 | 0 |
| Cc1ccc(OP2(=S)OCCCN2c2ccccc2)cc1 (configuration not stated) | -6 | -5 | -4 |
| C/C(=C\c1ccco1)CN(C)C(C)Cc1cc(C)ccn1 (configuration not stated) | -3 | / | 1 |
| O=C(C=Cc1ccccc1)c1ccc(S(=O)(=O)F)cc1 | -4 | 0 | -7 |
| CCOc1ccccc1-n1c(C(C)N2CCN(C(=O)COc3ccc(Cl)cc3)CC2)nc2ccccc2c1=O (configuration not stated) | -4 | -10 | -5 |
| O=C(c1ccon1)N1C[C@@H](c2cccc(F)c2F)[C@@H]2[C@H]1C1CCN2CC1 | 5 | / | -2 |
| CC(C)(C)NCC(O)c1ccccc1Cl (configuration not stated) | -12&-3&3 | -4 | -1&6&12 |
| COc1ccc(C=C(C#N)C#N)c(OC)c1 | 1 | 13 | -2 |
| Fc1cccc([C@@H]2CN(CCCn3cnnn3)[C@@H]3C4CCN(CC4)[C@@H]32)c1F | 1 | -12 | -6 |
| CC(=NNP(=O)(N(C)C)N(C)C)c1ccccc1 | 3 | -6 | -6 |
| CN(C)C(CNC(=O)Nc1cccnc1Cl)Cc1ccccc1 (configuration not stated) | -2 | -14 | -10 |
| O=C(COc1ccc(Cl)cc1)N1CCN(C(c2ccccc2)c2ccc(Br)cc2)CC1 (configuration not stated) | -4 | -4 | -5 |
| COCCNC(=O)c1nn(Cc2ccc(S(=O)(=O)N3CCCc4ccccc43)cc2)c2ccccc12 | -3 | 0 | 0 |
| COc1ncc(CN2CC[C@@]3(O)CCCC[C@H]3C2)cn1 | 3 | / | -6 |
| COc1cccc2ccc(CN3C[C@H]4C[C@H](O)[C@H](O)C[C@H]4C3)nc12 | 10 | 18 | -6 |
| O=C(CCC(F)(F)F)N1CCC2(CCNCC2)CC1 | 3 | -11 | -7 |
| Cc1csc(NS(=O)(=O)c2ccc(C#N)c(C(F)(F)F)c2)n1 | 4 | -12 | -14 |
| C=C(C)C1CNC(C(=O)O)C1CC(=O)O (configuration not stated) | -8 | / | -3 |
| Cc1ccnc(CC(C)N(C)Cc2cc(Cn3cncn3)c(C)cc2C)c1 (configuration not stated) | 0&0 | -9 | 4&-5 |
| CCCN1CCC[C@@H](c2cccc(C#N)c2)C1 | 0 | -3 | -2 |
| CCOC(=O)CCCC(=O)Nc1ccc2[nH]cc(CCN3CCc4ccccc4C3)c2c1 | 0 | -4 | -4 |
| O=C(c1ccc2c(c1)OCO2)C1CCCN(Cc2c(F)cccc2Cl)C1 (configuration not stated) | 16 | -3 | -5 |
| CNc1ccnc(NCCC23CCCN2CCC3)n1 | -9 | -1 | -2 |
| CCN(CC)P1(=S)c2c(C)nn(CCC#N)c2N=C(c2ccc(F)cc2)N1C (configuration not stated) | -6 | / | -7 |
| CC12CN3CN(C1)CC(C)(C3)C2=O | 0 | / | -5 |
| N#CC1C(=N)Oc2c(c(=O)oc3ccccc23)C1c1ccc(OC(=O)N2CCOCC2)cc1 (configuration not stated) | -4 | / | -4 |
| CCN(CC)C(=O)c1ccc(NC(=O)c2cc(Br)ccc2F)cc1Cl | 1 | / | -7 |
| CCCN1C(=O)C2(Cc3cc([N+](=O)[O-])ccc3N3CCCCC32)C(=O)NC1=S (configuration not stated) | 22 | / | -17 |
| Cn1c(O)c(C(c2ccccn2)c2c(O)n(C)c(=S)n(C)c2=O)c(=O)n(C)c1=S | -7 | / | 0 |
| CC(=O)Nc1ccc(S(=O)(=O)N2CCN(CCOC(c3ccccc3)c3cccc(C(F)(F)F)c3)CC2)cc1 (configuration not stated) | -4 | -7 | -10 |
| CN(Cc1ccccc1)C(=O)c1ccc(Cn2nc(C(=O)N3CCN(CCO)CC3)c3ccccc32)cc1 | 11 | -4 | -5 |
| CCCN1CCC[C@@H]2Cc3[nH]ncc3C[C@H]21 | 16&1&1 | -4&-3 | -8&6&3 |
| NCCc1c[nH]c2ccc(OCCO)cc12 | -2 | / | -5 |
| O=S(=O)(c1ccc(Cl)cc1Cl)N1CCN(CCOC(c2ccccc2)c2ccc(F)c(F)c2)CC1 (configuration not stated) | 7 | -8 | -6 |
| C[C@]12CCC3C(CC[C@H]4C[C@@H](Cl)CC[C@]34C)C1CCC2=O (some centres not stated) | -8 | -3 | 0 |
| O=C(Cc1csc(-c2cnccn2)n1)N1CCN(CCO)CC1 | 2 | / | -9 |
| O=[N+]([O-])c1cccc2cccnc12 | 7 | / | -9 |

By substructure: the compounds so far containing two or more sulfur atoms.
| compound | NPYLR7 agonist | mcGAS lum | hcGAS inh |
| --- | --- | --- | --- |
| S=C(NCCN1CCOCC1)NNP(=S)(c1ccccc1)c1ccccc1 | 1 | / | -6 |
| CN1CCc2[nH]c(=S)c(C#N)c(-c3cccs3)c2C1 | 3 | -3 | 1 |
| CCC1(N2CCN(C(=O)Cc3ccsc3)CC2)CCN(S(C)(=O)=O)C1 (configuration not stated) | / | -4 | -12 |
| Cc1ccc(S(=O)(=O)N(CCS(=O)(=O)F)CCS(=O)(=O)F)cc1 | -6 | -7 | -3 |
| Cc1csc(NS(=O)(=O)c2ccc(C#N)c(C(F)(F)F)c2)n1 | 4 | -12 | -14 |
| Cn1c(O)c(C(c2ccccn2)c2c(O)n(C)c(=S)n(C)c2=O)c(=O)n(C)c1=S | -7 | / | 0 |

Screens (PubChem BioAssay)
